From PubChem BioAssay
TSG101-PTAP inh = blocks PTAP/TSG101 interaction to inhibit HIV-1 budding. Q99816. Fluorescence polarization, FITC-PTAP peptide / Tsg101 binding. Potency, µM (highest dose often 115 µM), without a hit: at the highest dose activity change, negative = inhibition, most hits filed as inhibitors. 340,000 tested, under 10 active. AID 493005; active means well fitted inhibition curve with a large enough effect in the main read-out, with a control signal flat, not every such curve was filed as active; inconclusive means small, poorly fitted or top-dose-only effect, or effect the other way, or a change in a side signal; inactive means no such curve, though single readings can be large or run the other way; further: potency means the concentration at half of the fitted maximal effect; % of control where 0% means no effect
Target sequence (Q99816 whole entry, looked up): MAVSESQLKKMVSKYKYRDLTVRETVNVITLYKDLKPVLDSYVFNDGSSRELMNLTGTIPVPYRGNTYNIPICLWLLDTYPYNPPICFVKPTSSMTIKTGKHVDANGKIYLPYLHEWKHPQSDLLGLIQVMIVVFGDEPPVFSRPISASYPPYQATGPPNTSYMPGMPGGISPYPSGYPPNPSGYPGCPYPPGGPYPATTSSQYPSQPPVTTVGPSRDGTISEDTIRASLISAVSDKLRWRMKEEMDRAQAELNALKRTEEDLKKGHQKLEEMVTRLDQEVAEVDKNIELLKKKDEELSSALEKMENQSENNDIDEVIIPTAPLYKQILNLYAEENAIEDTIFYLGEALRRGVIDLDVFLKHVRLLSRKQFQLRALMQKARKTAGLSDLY
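Steps: Tsg101 binding domain dispensed (10 uM final), compounds pinned in DMSO, FITC-labeled PTAP-motif peptide added (50 nM final); after 20 min binding at room temperature, polarization measured.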
FBPA coupling cs = counter-screen for Giardia aldolase inhibitors: coupling enzyme system. coupling enzyme system counterscreen, AmpLite Red fluorescence. activity change, negative = inhibition, % at 58.2 µM, hits read low. 290,000 tested, 0.67% active. AID 2472; in the data active means activity change below about -30%; further: on the % scale 0 is the no-effect control and ±100 the full control effect
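Coupling enzymes only (glyceraldehyde-3-phosphate) + compound, at 57.5 uM final, 10 min RT; add substrate/coupling/AmpLite Red mix, 20 min RT; fluorescence ex 525/em 598 nm. Actives flag coupling-system interference.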
S-ASM inh = inhibitors of human secretory acid sphingomyelinase; Potency, µM (doses to about 57.5 µM), without a hit: at the top dose activity change, negative = inhibition, most hits filed as inhibitors; AID 504937; P17405; placental ASM, HMU-PC fluorogenic substrate, 60 min; 340,000 tested, 0.006% active; further: potency means the concentration at half of the fitted maximal effect
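Fluorescence read-out (Ex 386 nm, Em 447 nm) after stopping the reaction at pH 10. Enzyme: ASM from human placenta; substrate HMU-PC0, 9 uM final; 60 min, 37 °C. Compound preincubation 10 min, ambient temperature.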
GALK inhibitor = galactokinase (human) inhibition; Potency, µM (top dose mostly 57.5 µM), for inactives: at the highest dose activity change, negative = inhibition, most hits filed as inhibitors; P51570; AID 1868; 270,000 tested, 0.007% active; Purified GALK, Kinase-Glo residual ATP luminescence; further: potency means the concentration at half of the fitted maximal effect; on the % scale 0 is the no-effect control and ±100 the full control effect
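Human GALK (5 nM) with 35 uM ATP and 100 uM galactose in 20 mM HEPES pH 8.0, 5 mM MgCl2, 60 mM NaCl, 1 mM DTT, 0.01% BSA. After 1 h at room temperature, leftover ATP was read by Kinase-Glo Plus luminescence.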
Tb PFK block = inhibitors of T. brucei phosphofructokinase. O15648. T. brucei PFK, ADP-Glo luminescence. Potency, µM (highest dose often 57.5 µM), for inactives: at the highest dose activity, negative = inhibition, usual class: inhibitors. 330,000 tested, 0.17% active. AID 485367;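 further: potency means the concentration at half of the fitted maximal effect; 0% = uninhibited 1x PFK enzyme wells and -100% = no-enzyme wells; nearly all actives have a fitted effect of over 60% in size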
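Compounds were pin-transferred as a titration series up to 57 uM into substrate buffer (0.5 mM F6P, 0.1 mM ATP, pH 8.0), then 1.25 nM PFK was added and reactions ran 45 min before ADP-Glo detection.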
PKM2 act = activators of human pyruvate kinase M2; P14618; 260,000 tested, 0.34% active; purified PKM2, Kinase-Glo ATP luminescence, activation; response scale: 0% is enzyme alone, no compound; Potency, µM (series often up to 57.5 µM), without a hit: at the top dose activation, usual class: activators; further: potency means the concentration at half of the fitted maximal effect; on the % scale 0 is the no-effect control and ±100 the full control effect; nearly all actives have a fitted effect of over 55% in size
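Kinase-Glo luminescence reports ATP generated from ADP (0.1 mM) and PEP (0.5 mM) by purified hPK-M2 after 1 h at room temperature, pH 7.2 imidazole buffer; intermediate enzyme activity allows detecting inhibitors and activators.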
Giardia killer = Giardia lamblia killing | Giardia lamblia trophozoite viability | activity change, % at 7.66 µM, hits read low | 340,000 tested, 0.15% active; in the data active means activity change below about -80%; inconclusive means between about -30% and that limit;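 further: parasites exposed to compound for two days anaerobically before the ATP read; on the % scale 0 is the no-effect control and ±100 the full control effect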
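Media and compound were dispensed first, then trophozoites at 100 cells/well; plates sat 48 hrs at 37 deg C without oxygen before ATP luminescence reagent was added and read after 15-30 min at room temperature.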
BCR signal inh = inhibitors of chronic active B-cell receptor signaling; ABC-DLBCL IkBa-CBG/CBR reporter, luminescence ratio, 4 h; 340,000 tested, 0.05% active; Potency, µM (top dose mostly 46.1 µM), without a hit: at the highest dose ratio change, negative = lower green/red ratio, usual class: inhibitors; active means well fitted inhibition curve with a large enough effect in the signal ratio, with a control signal flat, not every such curve was filed as active; inconclusive means small, poorly fitted or top-dose-only effect, or effect the other way, or a change in a side signal; the % refers to the signal ratio;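 further: potency means the concentration at half of the fitted maximal effect; plate controls were basal doxycycline-induced cells for no effect and cells given 10 µM MG132 for full effect; MG132 reads +100%, hits lower the ratio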
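Doxycycline induced both beetle luciferases in TMD8 lymphoma cells; IKK-driven degradation limits the IkappaBalpha-fused green signal, while red luminescence normalises for cell number and nonspecific effects. Compounds tested up to 46 uM, 4 hrs.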
Menin-MLL TR inh = menin-MLL binding inhibition, Texas Red mutant peptide | 270,000 tested, 0.23% active | Potency, µM (titrated, usually from 61.6 µM), inactives show at the highest dose FP activity change, negative = inhibition, usual class: inhibitors | Menin + Texas Red MLL mutant peptide, fluorescence polarization; active means well fitted inhibition curve with a large enough effect in the polarisation, with a control signal flat, not every such curve was filed as active; inconclusive means small, poorly fitted or top-dose-only effect, or effect the other way, or a change in a side signal; inactive means no such curve, though single readings can be large or run the other way; the % refers to the polarisation; further: potency means the concentration at half of the fitted maximal effect; % of control where 0% means no effect; many of its hits are not listed in these tables
B2AR arrestin = agonists driving beta-arrestin recruitment to human beta2-adrenergic receptor. P07550. beta-arrestin recruitment to beta2AR, cell-based reporter. Potency, µM (titrated, usually from 46.1 µM), without a hit: at the highest dose activation, hits mostly activators. 330,000 tested, 0.02% active. AID 492947;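 further: potency means the concentration at half of the fitted maximal effect; 0% = DMSO controls and full agonism = EC100 isoproterenol or metaproterenol; nearly all actives have a fitted effect of over 65% in size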
Target sequence (P07550 whole entry, looked up): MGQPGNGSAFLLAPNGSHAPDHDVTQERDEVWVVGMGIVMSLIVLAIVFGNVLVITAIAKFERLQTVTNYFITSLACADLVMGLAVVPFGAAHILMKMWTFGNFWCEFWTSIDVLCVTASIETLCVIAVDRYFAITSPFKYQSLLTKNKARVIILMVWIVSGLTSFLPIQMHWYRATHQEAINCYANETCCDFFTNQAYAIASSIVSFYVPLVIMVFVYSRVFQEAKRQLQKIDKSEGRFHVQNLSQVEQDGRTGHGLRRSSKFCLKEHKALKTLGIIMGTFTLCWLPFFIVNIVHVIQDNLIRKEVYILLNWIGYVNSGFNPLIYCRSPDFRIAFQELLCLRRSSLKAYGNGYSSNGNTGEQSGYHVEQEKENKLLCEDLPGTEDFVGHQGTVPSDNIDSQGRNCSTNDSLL
Integrin act MD = integrin-mediated muscular dystrophy alleviation activation; alpha7betagal myoblasts, beta-gal FDG fluorescence, 48 h; Potency, µM (doses to about 38.3 µM), for the others: top-dose activation, most hits filed as activators; 350,000 tested, 0.064% active; AID 624291;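 further: potency means the concentration at half of the fitted maximal effect; 100% = response of the positive control SU9516; nearly all actives have a fitted effect of over 60% in size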
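Alpha7betagal+/- myoblasts (passage 13) were plated 16-24 hr, then exposed to compounds (1:260 dilution of DMSO stock) for 48 hours at 37C. After MPER lysis, β-galactosidase reporter activity was read as FDG fluorescence (ex 480/em 540) after 30 minutes.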
An asterisk follows results filed as active; ? = inconclusive; . = no result given; & = joins results of further samples. Unless noted, the call rests on the fitted dose curve; in most records, active means well fitted curve in the direction sought with a large enough effect; inconclusive means small, poorly fitted or top-dose-only effect, or another doubt; inactive means no such curve, though single readings can be large; an effect the other way counts as inactive or inconclusive. Not all compounds are listed. The share of hits here may be higher or lower than overall.

SMILES	TSG101-PTAP inh	FBPA coupling cs	S-ASM inh	GALK inhibitor	Tb PFK block	PKM2 act	Giardia killer	BCR signal inh	Menin-MLL TR inh	B2AR arrestin	Integrin act MD
Cc1ccc(S(=O)(=O)N2CCN(CCOc3c(Cl)cccc3Cl)CC2)cc1C	1%	.	1%	.	0%	.	-5	-3%	.	0.0%	-44%
Cc1c(NC(=O)CN2CCN(c3ccc(O)cc3)CC2)c(=O)n(-c2ccccc2)n1C	0%	-22	0%	8%	?	16%	-5	-1%	-22%	0.4%	-8%
CN1CCN(c2nc3c(c(=O)[nH]c(=O)n3C)n2CCOc2ccccc2)CC1	-7%	1	3%	0%	5%	-4%	-19	?	16%	-0.3%	4%
Cc1oc(-c2ccccc2Cl)nc1CN1CCCCC1c1cccnc1 (stereo not given)	-6%	-3	-2%	1%	9%	-1%	1	7%	-8%	?	11%
CC(=O)Nc1nonc1NC(=O)CSC1=NCCS1	-2%	1	-2%	0%	-5%	-6%	6	-11%	-21%	-0.5%	-17%
Cc1ccccc1NC(=O)C1CCC(C)(C(=O)O)C1(C)C (stereo not given)	-6%	0	1%	1%	1%	-1%	1	4%	-1%	-0.8%	4%
CCOC(=O)c1ccc(-n2c(C)nc3c(cnn3-c3ccccc3Cl)c2=O)cc1	-7%	0	1%	4%	-1%	9%	13	-10%	-1%	0.4%	16%
Cc1c(O)ccc2c(CC(=O)N[C@@H](Cc3c[nH]c4ccccc34)C(=O)O)cc(=O)oc12	-3%	1	.	-1%	6%	.	-9	-1%	16%	-0.2%	9%
O=C(O)/C(=C\c1ccc(Cl)cc1)c1ccc(F)cc1	-7%	1	-1%	9%	-3%	5%	-7	9%	13%	-0.4%	-12%
Cc1cc(C(=O)N/N=C/c2ccccn2)c2ccccc2n1	0%	0	0%	0%	2%	-5%	-4	1%	-6%	-0.2%	-19%
Cc1ccc(S(=O)(=O)c2c(N)n(NC(=O)c3ccco3)c3nc4ccccc4nc23)cc1	-11%	5	2%	2%	0%	25%	4	?	-4%	-0.3%	?
COc1ccccc1N1CCN(/N=C/c2cc([N+](=O)[O-])ccc2Cl)CC1	0%	1	0%	1%	-3%	1%	-18	-4%	0%	0.0%	?
CC(=O)Nc1ccc(C(=O)CSc2ncn(-c3ccccc3)n2)cc1	-8%	0	-4%	0%	?	-3%	-4	-10%	0%	0.1%	-9%
CCOc1ccc(S(=O)(=O)Nc2nc3ccccc3nc2N2CCN(C)CC2)cc1	-1%	11	19%	-3%	2%	-7%	-6	8%	-19%	-0.2%	31%
CCOC(=O)c1ccc2c(c1)C1C=CCC1C(C(=O)OCC)N2 (stereo not given)	-11%	-11	50%	6%	-3%	4%	5	5%	?	0.3%	-26%
COCCn1c(-c2ccc(OC)c(OC)c2)nc2ccccc21	-3%	2	8%	0%	2%	-5%	9	1%	1%	-0.1%	-13%
CC(C)c1nnc(NC(=O)c2cnccn2)s1	-1%	0	7%	0%	2%	7%	-5	-2%	6%	14%	22%
COc1ccc(CCNC(=O)CC2SC(=NCCc3ccccc3)NC2=O)cc1OC (stereo not given)	-9%	0	4%	2%	-4%	1%	-6	?	-16%	0.3%	-4%
N#CCN1CCC(c2cc(-c3ccco3)n[nH]2)CC1	-6%	-28	4%	1%	-2%	0%	3	-1%	-11%	-1.0%	3%
CCOC(=O)N1CCN(C(=O)C2CCCN(Cc3nc(-c4ccc(Cl)cc4)oc3C)C2)CC1 (stereo not given)	-2%	-1	0%	2%	0%	-9%	-18	16%	-7%	0.1%	20%
CCOC(=O)c1ccc2[nH]c3c(c2c1)CCCC3C(=O)OCC (stereo not given)	-7%	-1	-15%	-1%	-4%	-6%	-3	5%	22%	-0.9%	-5%
COc1cccc(N2CCN(C3OC(=O)c4ccccc43)CC2)c1 (stereo not given)	-1%	5	-1%	-2%	-5%	-4%	-15	2%	28%	-0.6%	2%
C#CCOC(=O)Nc1cc(C)n(-c2ccccc2)n1	-4%	5	-1%	8%	2%	0%	-22	3%	.	-0.2%	5%
Cc1ccc(NC(=O)CCC2CC(C)(C)OC2=O)cc1 (stereo not given)	-4%	11	-1%	-1%	0%	-2%	11	17%	0%	0.1%	1%
CC(C)(C)c1nn(-c2ccccc2)c2[nH]c(=O)c(CNCc3ccc4c(c3)OCO4)cc12	-4%	-5	-2%	1%	0%	-15%	-1	6%	-1%	-0.1%	?
Cc1cccc(NC(=O)C2CCCN(S(=O)(=O)c3ccc(-n4cnnn4)cc3)C2)c1 (stereo not given)	0%	1	-5%	6%	0%	.	10	6%	8%	-0.1%	0%
Cc1cccc(C)c1OCC(N)C(C)C (stereo not given)	1%	.	6%	.	0%	.	-15	0%	-13%	0.1%	.
COc1ccccc1Oc1ccc(NC(=O)c2ccc(Cl)cc2)cc1	-7%	1	1%	10%	0%	-2%	-2	0%	?	-0.3%	-4%
O=C(NNS(=O)(=O)c1ccc(Cl)cc1)c1cc(-c2ccccc2)n[nH]1	-6%	4	0%	5%	28%	-3%	8	?	.	0.2%	21%
COc1ccc(NC(=O)CN(C)C(=O)c2ccccc2OC)cc1	0%	0	0%	0%	-1%	.	-1	?	-9%	-0.7%	-24%

Reprinted from the part before: five compounds; new compounds follow.
SMILES	TSG101-PTAP inh	FBPA coupling cs	S-ASM inh	GALK inhibitor	Tb PFK block	PKM2 act	Giardia killer	BCR signal inh	Menin-MLL TR inh	B2AR arrestin	Integrin act MD
Cc1cccc(NC(=O)C2CCCN(S(=O)(=O)c3ccc(-n4cnnn4)cc3)C2)c1 (stereo not given)	0%	1	-5%	6%	0%	.	10	6%	8%	-0.1%	0%
Cc1cccc(C)c1OCC(N)C(C)C (stereo not given)	1%	.	6%	.	0%	.	-15	0%	-13%	0.1%	.
COc1ccccc1Oc1ccc(NC(=O)c2ccc(Cl)cc2)cc1	-7%	1	1%	10%	0%	-2%	-2	0%	?	-0.3%	-4%
O=C(NNS(=O)(=O)c1ccc(Cl)cc1)c1cc(-c2ccccc2)n[nH]1	-6%	4	0%	5%	28%	-3%	8	?	.	0.2%	21%
COc1ccc(NC(=O)CN(C)C(=O)c2ccccc2OC)cc1	0%	0	0%	0%	-1%	.	-1	?	-9%	-0.7%	-24%
COc1ccc2c(c1OC)C(=O)OC2c1c(O)nc(SC)n(-c2ccccc2)c1=O (stereo not given)	-6%	2	0%	0%	-3%	-7%	18	5%	6%	0.0%	13%
Cc1nc2nc(C)c(CCC(=O)NCCCN3CCN(c4cccc(Cl)c4)CC3)c(C)n2n1	-4%&0%	0&-1	-2%&2%	-4%&7%	0%&-5%	-1%&-3%	1&6	4%&2%	-1%&-29%	0.3%&0.2%	-3%&17%
CCOCCCNC(=O)C1CCCN(S(=O)(=O)c2ccc(-n3cnnn3)cc2)C1 (stereo not given)	-1%	-1	-3%	-3%	0%	.	11	2%	.	-0.4%	0%
O=C(NN=C1CCCCCCC1)c1ccccn1	-4%	2	-1%	2%	-7%	-2%	1	?	6%	-0.9%	-10%
Cc1ccc(C)c(NC2=C(Cl)C(=O)OC2OC(C)C)c1 (stereo not given)	-5%	2	6%	9%	-6%	.	6	5%	-1%	0.1%	12%
Cc1[nH]c2ccc(OC(F)(F)F)cc2c1CCN1C(=O)c2ccc(C(=O)O)cc2C1=O	2%	13	9%	5%	0%	.	2	?	?	-0.5%	20%
Oc1ccc(C2=Nn3c(nnc3-c3ccco3)SC2)cc1O	1%	-1	-6%	-11%	7.6µM*	3%	-6	?	?	0.6%	-18%
Cc1ccc(N2CCN(S(=O)(=O)c3ccc4c(c3)n(C)c(=O)c(=O)n4C)CC2C)cc1 (stereo not given)	1%	0	1%	.	0%	7%	-6	?	10%	-1.5%	?
Cc1ccc(NC(=O)CSc2nnc(C)n2CC2CCCO2)cc1 (stereo not given)	-8%	1	0%	-2%	0%	-3%	9	0%	13%	-0.2%	0%
Cc1ccc2c(CN3CCN(S(=O)(=O)c4ccccc4C(F)(F)F)CC3)cc(=O)oc2c1	-4%	.	-7%	.	-2%	.	0	0%	.	-0.2%	-32%
